Screening results: PubChem BioAssay, several laboratories
PAD4 inh = inhibitors of human PAD4. Q9UM07. 0.41% of 330,000 active. recombinant PAD4, RCA probe fluorescence polarization. inhibition, % at 6.36 µM;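 active means percent inhibition above a cutoff equal to the mean of all tested compounds plus 3 SD, cut at about 15% in these data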;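 further: 0% = PAD4 with RCA probe and DMSO and 100% = probe without PAD4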
Bcl-xL primary = inhibitors of human Bcl-xL; Q07817; inhibition, % at 10.9 µM; GST-Bcl-xL / FITC-Bim BH3 peptide fluorescence polarization; 0.7% of 320,000 active;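 active means inhibition above the mean of all tested compounds plus 3 SD, cutoff set per campaign, cut at about 30% in these data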;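 further: 0% = DMSO wells and 100% = unlabeled Bim-BH3 peptide competitor; inhibitors lower millipolarization by displacing the labeled peptide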
Target sequence (Q07817 whole entry, looked up): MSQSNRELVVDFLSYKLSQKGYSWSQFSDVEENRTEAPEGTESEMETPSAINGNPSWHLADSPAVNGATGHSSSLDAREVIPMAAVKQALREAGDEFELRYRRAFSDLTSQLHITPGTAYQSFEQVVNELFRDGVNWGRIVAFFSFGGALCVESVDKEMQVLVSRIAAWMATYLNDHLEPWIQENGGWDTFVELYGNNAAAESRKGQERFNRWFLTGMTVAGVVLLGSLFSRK
PME-1 primary = PME-1 (human) inhibition | Q9Y570 | recombinant PME-1, FP-Rh probe fluorescence polarization | inhibition, % at 5.9 µM | 0.53% of 320,000 active;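 active means inhibition above the campaign mean of all compounds plus 3 SD, cut at about 26% in these data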;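 further: competitive labeling of PME-1 active site by serine hydrolase directed probe; 0% = PME-1 with DMSO and 100% = wells lacking PME-1 enzyme; inhibitors block probe labeling so polarization falls and inhibition rises; many of its hits are not listed in these tables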
Target sequence (Q9Y570 whole entry, looked up): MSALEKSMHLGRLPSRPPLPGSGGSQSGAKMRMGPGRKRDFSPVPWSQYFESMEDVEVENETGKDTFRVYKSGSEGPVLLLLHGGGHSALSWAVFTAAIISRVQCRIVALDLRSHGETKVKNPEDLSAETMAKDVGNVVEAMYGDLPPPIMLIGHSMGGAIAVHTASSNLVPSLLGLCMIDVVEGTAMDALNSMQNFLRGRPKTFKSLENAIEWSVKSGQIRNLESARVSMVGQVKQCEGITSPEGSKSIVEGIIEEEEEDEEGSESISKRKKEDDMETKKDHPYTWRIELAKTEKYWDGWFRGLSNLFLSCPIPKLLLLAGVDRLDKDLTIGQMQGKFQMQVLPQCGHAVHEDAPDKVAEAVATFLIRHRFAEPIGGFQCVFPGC
TPT1 inh = blocks Candida albicans tRNA 2'-phosphotransferase; recombinant caTPT1, FP RNA substrate dephosphorylation; inhibition, % at 5 µM; 0.81% of 300,000 active;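 active means inhibition above the mean of all tested compounds plus 3 SD, set per screening campaign, cut at about 24% in these data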;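 further: plate controls were DMSO alone for no effect and ferristatin control at 100 nM for full effect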
MCL1 BIM primary = MCL1-BIM-BH3 interaction inhibition (human) | 0.68% of 320,000 active | Q07820 | GST-MCL1 / FITC-Bim-BH3 fluorescence polarization | inhibition, % at 10.9 µM | AID 2057;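 active means inhibition above the mean inhibition of all tested compounds plus 3 SD, set per campaign, cut at about 40% in these data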;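 further: 0% = DMSO wells and 100% = unlabeled Bim-BH3 peptide control; higher means more loss of mP so more displacement of Bim peptide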
GSTO1 counter = counter-screen for RBBP9 inhibitors: inhibitors of human GSTO1; recombinant GSTO1, activity-based probe fluorescence polarization; inhibition, % at 5.96 µM; 1.1% of 300,000 active;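 active means inhibition above the campaign mean inhibition plus 3 SD, cut at about 35% in these data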;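 further: 0% = GSTO1-1 with DMSO and 100% = wells lacking GSTO1-1 enzyme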
MEX-5 binding = C. elegans MEX-5 TCR-2 RNA binding activity; Q9XUB2; MEX-5/FITC-TCR2 RNA binding, fluorescence polarization; stronger effect = lower value; activity score (negative = inhibition of binding), % at 10 µM; 0.38% of 300,000 active; AID 1832;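 active means inhibition past about -25% in most replicates, and total fluorescence under double the plate's negative control median, limit read from the data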;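 further: 0% = DMSO and -100% = 5 µM competing unlabeled TCR2 RNA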
Target sequence (Q9XUB2 whole entry, looked up): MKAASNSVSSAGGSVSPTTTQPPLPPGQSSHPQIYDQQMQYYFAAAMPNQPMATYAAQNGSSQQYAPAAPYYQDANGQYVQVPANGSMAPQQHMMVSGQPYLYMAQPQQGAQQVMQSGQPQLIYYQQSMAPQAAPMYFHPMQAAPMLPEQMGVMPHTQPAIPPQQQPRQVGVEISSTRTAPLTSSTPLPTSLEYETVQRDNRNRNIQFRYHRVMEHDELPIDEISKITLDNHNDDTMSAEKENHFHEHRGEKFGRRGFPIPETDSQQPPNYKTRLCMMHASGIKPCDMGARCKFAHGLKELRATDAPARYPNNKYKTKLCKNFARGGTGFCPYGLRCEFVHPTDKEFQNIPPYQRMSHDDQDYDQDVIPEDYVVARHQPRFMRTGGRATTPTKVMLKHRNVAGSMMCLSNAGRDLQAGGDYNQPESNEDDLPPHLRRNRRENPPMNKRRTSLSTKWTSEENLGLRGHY
GLD-1 TGE inh = GLD-1-TGE RNA interaction inhibition (C. elegans); AID 2280; inhibition, % at 5.96 µM; purified GLD-1 + fluorescein TGE RNA, fluorescence polarization; 0.44% of 320,000 active;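 active means percent inhibition above a per-plate cutoff, the plate mean of test compounds plus 3 SD, cut at about 30% in these data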;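 further: 0% = DMSO wells with GLD-1 and probe and 100% = wells lacking GLD-1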
Fam108B counter = Fam108B inhibition, counter-screen for RBBP9 inhibitors; recombinant Fam108B, FP-Rh probe fluorescence polarization; inhibition, % at 9.51 µM; 0.33% of 300,000 active;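 active means inhibition above the screen mean inhibition plus 3 SD, computed separately per campaign, cut at about 18% in these data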;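 further: inhibitors lower polarization as less probe binds the enzyme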
* = called active by the depositor. Only part of the results is shown, so the mix of outcomes need not match the whole.

Screening O=C(NCCCN1CCCC1)c1ccc2c(c1)N(Cc1ccccc1F)C(=O)c1ccccc1S2(=O)=O returned PAD4 inh 1, Bcl-xL primary 3, PME-1 primary -8, TPT1 inh -3, MCL1 BIM primary 4, GSTO1 counter -7, MEX-5 binding 1.6, GLD-1 TGE inh 2 and Fam108B counter 2.
`O=C(Nc1cc(Cl)cc(Cl)c1)C(NCCO)c1ccccc1` (configuration not stated) gave PAD4 inh -5, Bcl-xL primary 4, PME-1 primary 4, TPT1 inh -1, MCL1 BIM primary 6, GSTO1 counter 0, MEX-5 binding -0.1, GLD-1 TGE inh 3 and Fam108B counter -4.
Screening COC(=O)C(N)Cc1ccc(OC)c([N+](=O)[O-])c1 (configuration not stated) returned PAD4 inh -2, Bcl-xL primary 5, PME-1 primary 1, TPT1 inh 0, MCL1 BIM primary 1, GSTO1 counter -3, MEX-5 binding 0.3, GLD-1 TGE inh -2 and Fam108B counter 1.
c1ccc2sc(SN3CCOCC3)nc2c1 was read as PAD4 inh 2, Bcl-xL primary 1, PME-1 primary -1, TPT1 inh -3, MCL1 BIM primary -15, GSTO1 counter -2, MEX-5 binding 0.5, GLD-1 TGE inh -3 and Fam108B counter -6.
CC(=O)c1sc(NC(=O)C2=NN(c3ccccc3)C(=O)CC2)nc1C was read as PAD4 inh -3, Bcl-xL primary 2, PME-1 primary 1, TPT1 inh -2, MCL1 BIM primary -2, GSTO1 counter -15, MEX-5 binding 0.9, GLD-1 TGE inh 3 and Fam108B counter -1.
Cc1cc(NC(=O)CSCC(=O)OC(C)C(=O)c2cc(C)c(C)cc2C)no1 (configuration not stated) was read as PAD4 inh -3, Bcl-xL primary 3, PME-1 primary 1, TPT1 inh -5, MCL1 BIM primary 0, GSTO1 counter -1, MEX-5 binding -2.1, GLD-1 TGE inh 1 and Fam108B counter -1.
CCOC(=O)C1(Cc2ccc(OC)cc2)CCN(C(=O)CCc2cccnc2)CC1 was read as PAD4 inh -1, Bcl-xL primary 2, PME-1 primary -3, TPT1 inh -1, MCL1 BIM primary 14, GSTO1 counter -1, MEX-5 binding 2.4, GLD-1 TGE inh 8 and Fam108B counter -2.
Screening Cc1nn(Cc2ccccc2)c(C)c1NC(=O)CSc1nc2sc3c(c2c(=O)n1C)CCC3 returned PAD4 inh 1, Bcl-xL primary 3, PME-1 primary -4, TPT1 inh -5, MCL1 BIM primary -2, GSTO1 counter 4, MEX-5 binding -0.3, GLD-1 TGE inh 5 and Fam108B counter 2.
`CC(C)c1nc(-c2ccc([N+](=O)[O-])cc2)cs1` gave PAD4 inh -4, Bcl-xL primary 1, PME-1 primary 0, TPT1 inh -5, MCL1 BIM primary 6, GSTO1 counter 2, MEX-5 binding 0.9, GLD-1 TGE inh -1 and Fam108B counter -1.
Nc1cc(=O)[nH]c(=O)n1CC1CC1 was read as PAD4 inh -3, Bcl-xL primary 9, PME-1 primary -2, TPT1 inh 0, MCL1 BIM primary -1, GSTO1 counter 8, MEX-5 binding -0.2, GLD-1 TGE inh 6 and Fam108B counter -1.
Screening COC(=O)c1sc2nc(C)cc(C)c2c1N returned PAD4 inh -1, Bcl-xL primary 4, PME-1 primary -1, TPT1 inh -5, MCL1 BIM primary 2, GSTO1 counter 5, MEX-5 binding -2.3, GLD-1 TGE inh 2 and Fam108B counter 0.
For CCN(C(=O)COC(=O)CCc1ccccc1)c1ccccc1 the results were PAD4 inh -2, Bcl-xL primary -5, PME-1 primary -3, TPT1 inh 2, MCL1 BIM primary -6, GSTO1 counter 7, MEX-5 binding -1.7, GLD-1 TGE inh -7 and Fam108B counter 4.
Cn1c(=O)n(C)c2cc([N+](=O)[O-])c(N3CCN(C(=O)c4cccc(F)c4)CC3)cc21 was read as PAD4 inh 3, Bcl-xL primary 5, PME-1 primary -3, TPT1 inh 0, MCL1 BIM primary 4, GSTO1 counter 6, MEX-5 binding -1.8, GLD-1 TGE inh 2 and Fam108B counter -2.
For CCc1nnc2cccc(Cl)n12 the results were PAD4 inh 0, Bcl-xL primary 3, PME-1 primary 2, TPT1 inh -2, MCL1 BIM primary 3, GSTO1 counter 5, MEX-5 binding -2.4, GLD-1 TGE inh 4 and Fam108B counter -5.
Screening Cn1c(SCc2cccnc2)nnc1-c1c[nH]c2ccccc12 returned PAD4 inh 1, Bcl-xL primary -3, PME-1 primary -15, TPT1 inh -1, MCL1 BIM primary 1, GSTO1 counter 0, MEX-5 binding 0.0, GLD-1 TGE inh 3 and Fam108B counter -2.
Cc1ccc(C(=O)OCCn2cc(C#N)c(=O)[nH]c2=O)cc1 was read as PAD4 inh -1, Bcl-xL primary -1, PME-1 primary 2, TPT1 inh 0, MCL1 BIM primary 0, GSTO1 counter 3, MEX-5 binding 0.5, GLD-1 TGE inh 4 and Fam108B counter 1.
Screening COc1ccccc1NC(=O)C(=O)NCc1ccccc1Cl returned PAD4 inh 3, Bcl-xL primary -1, PME-1 primary 1, TPT1 inh 2, MCL1 BIM primary -1, GSTO1 counter 0, MEX-5 binding 0.5, GLD-1 TGE inh 3 and Fam108B counter 4.
Screening N#Cc1c(NC(=O)C2CC2)sc2c1CCCCC2 returned PAD4 inh -4, Bcl-xL primary 8, PME-1 primary 11, TPT1 inh 2, MCL1 BIM primary 18, GSTO1 counter 4, MEX-5 binding -2.3, GLD-1 TGE inh 8 and Fam108B counter 3.
For CCOc1ccccc1NC(=O)C1CCCCN1S(=O)(=O)c1ccccc1 (configuration not stated) the results were PAD4 inh 2, Bcl-xL primary 2, PME-1 primary 2, MCL1 BIM primary 3 and GLD-1 TGE inh 0.
For CC(=O)N1CCN=C1SCc1ccccc1 the results were PAD4 inh 0, Bcl-xL primary -2, PME-1 primary -1, TPT1 inh 0, MCL1 BIM primary -3, GSTO1 counter 10, MEX-5 binding -3.3, GLD-1 TGE inh 2 and Fam108B counter 7.
For CCOCCCNC(=O)CN1C(=O)C(CC)Oc2ccccc21 (configuration not stated) the results were PAD4 inh 4, Bcl-xL primary -2, PME-1 primary -6, TPT1 inh 1, MCL1 BIM primary -1, GSTO1 counter 7, MEX-5 binding -0.4, GLD-1 TGE inh 2 and Fam108B counter -5.
For COc1ccc2nc(Nc3nc(CSc4nc5ccccc5s4)cc(=O)[nH]3)nc(C)c2c1 the results were PAD4 inh 1, Bcl-xL primary 2, PME-1 primary -6, TPT1 inh -3, MCL1 BIM primary -3, GSTO1 counter 0, MEX-5 binding 0.2, GLD-1 TGE inh -4 and Fam108B counter -7.
Screening Cc1ccc(N(CC(=O)N2CCCCCC2)S(=O)(=O)c2ccccc2)cc1 returned PAD4 inh -8, Bcl-xL primary 6, PME-1 primary -1, TPT1 inh 2, MCL1 BIM primary 1, GSTO1 counter 1, MEX-5 binding 3.2, GLD-1 TGE inh 1 and Fam108B counter 6.
COc1cccc(CN(C(=O)CN2C(=O)c3ccccc3S2(=O)=O)C(C(=O)NCC2CCCO2)c2ccco2)c1 (configuration not stated) was read as PAD4 inh 0, Bcl-xL primary 1, PME-1 primary -6, TPT1 inh 1, MCL1 BIM primary 4, GSTO1 counter -4, MEX-5 binding -0.5, GLD-1 TGE inh -6 and Fam108B counter -1.
Screening CCN(CC)S(=O)(=O)c1cc(C(=O)Nc2ccccn2)ccc1C returned PAD4 inh -5, Bcl-xL primary -1, PME-1 primary -7, TPT1 inh 6, MCL1 BIM primary -5, GSTO1 counter -3, MEX-5 binding -1.7, GLD-1 TGE inh 1 and Fam108B counter 1.
Screening COc1ccccc1N1CCN(CCCCNC(=O)c2ccc3ccccc3c2)CC1 returned PAD4 inh -6, Bcl-xL primary 0, PME-1 primary -4, TPT1 inh -1, MCL1 BIM primary 1, GSTO1 counter 2, GLD-1 TGE inh -2 and Fam108B counter 0.
Cc1ccc2cccc(N)c2n1 was read as PAD4 inh 0, Bcl-xL primary 4, PME-1 primary -4, TPT1 inh 1, MCL1 BIM primary 8, GSTO1 counter 2, GLD-1 TGE inh 9 and Fam108B counter 5.
CCCN1CCC(NC(=O)CCc2nnc(Cc3cc(OC)ccc3OC)o2)CC1 was read as PAD4 inh -5, Bcl-xL primary 0, PME-1 primary -9, TPT1 inh 2, MCL1 BIM primary 0, GSTO1 counter 2, MEX-5 binding 1.5, GLD-1 TGE inh 0 and Fam108B counter 7.
For COc1ccc(F)cc1CN1CCN(C(=O)CCC(=O)Nc2nnc(CC(C)C)s2)CC1 the results were PAD4 inh 0, Bcl-xL primary 4, PME-1 primary 3, TPT1 inh -5, MCL1 BIM primary 3, GSTO1 counter 1, MEX-5 binding -1.2, GLD-1 TGE inh 0 and Fam108B counter 0.
`O=C(Cc1ccc(S(=O)(=O)N2CCOCC2)s1)Nc1ccccc1Br` gave PAD4 inh 1, Bcl-xL primary 0, PME-1 primary -1, TPT1 inh 1, MCL1 BIM primary 5, GSTO1 counter 1, MEX-5 binding 0.0, GLD-1 TGE inh -2 and Fam108B counter -1.

Continued, overlapping the part above by four compounds.
Cc1ccc2cccc(N)c2n1 was read as PAD4 inh 0, Bcl-xL primary 4, PME-1 primary -4, TPT1 inh 1, MCL1 BIM primary 8, GSTO1 counter 2, GLD-1 TGE inh 9 and Fam108B counter 5.
CCCN1CCC(NC(=O)CCc2nnc(Cc3cc(OC)ccc3OC)o2)CC1 was read as PAD4 inh -5, Bcl-xL primary 0, PME-1 primary -9, TPT1 inh 2, MCL1 BIM primary 0, GSTO1 counter 2, MEX-5 binding 1.5, GLD-1 TGE inh 0 and Fam108B counter 7.
For COc1ccc(F)cc1CN1CCN(C(=O)CCC(=O)Nc2nnc(CC(C)C)s2)CC1 the results were PAD4 inh 0, Bcl-xL primary 4, PME-1 primary 3, TPT1 inh -5, MCL1 BIM primary 3, GSTO1 counter 1, MEX-5 binding -1.2, GLD-1 TGE inh 0 and Fam108B counter 0.
`O=C(Cc1ccc(S(=O)(=O)N2CCOCC2)s1)Nc1ccccc1Br` gave PAD4 inh 1, Bcl-xL primary 0, PME-1 primary -1, TPT1 inh 1, MCL1 BIM primary 5, GSTO1 counter 1, MEX-5 binding 0.0, GLD-1 TGE inh -2 and Fam108B counter -1.
Screening COCCCNC(=O)Cc1ccc(S(=O)(=O)N2CCOCC2)s1 returned PAD4 inh 3, Bcl-xL primary 5, PME-1 primary 9, MCL1 BIM primary 7 and GLD-1 TGE inh 4.
`COc1ccc(S(=O)(=O)NC(C)C(=O)NCc2ccccn2)cc1Cl` (configuration not stated) gave PAD4 inh -6, Bcl-xL primary -3, PME-1 primary -3, TPT1 inh -1, MCL1 BIM primary 0, GSTO1 counter 4, MEX-5 binding -0.1, GLD-1 TGE inh -4 and Fam108B counter -4.
Screening CCOc1cc(/C=C/C(=O)NCCc2ccc(S(N)(=O)=O)cc2)ccc1OCC(C)C returned PAD4 inh 3, Bcl-xL primary 1, PME-1 primary -6, TPT1 inh -1, MCL1 BIM primary 0, GSTO1 counter -1, MEX-5 binding 2.4, GLD-1 TGE inh -1 and Fam108B counter -6.
O=C(O)C1CCC(CNCc2ccncc2)CC1 (configuration not stated) was read as PAD4 inh 0, Bcl-xL primary 1, PME-1 primary -9, TPT1 inh 2, MCL1 BIM primary 1, GSTO1 counter -2, MEX-5 binding -1.3, GLD-1 TGE inh -3 and Fam108B counter 1.
`COc1ccc(/C=N/Nc2cc(C)nc(N3CCOCC3)n2)cc1OC` gave PAD4 inh 1, Bcl-xL primary 2, PME-1 primary -1, TPT1 inh 5, MCL1 BIM primary -3, GSTO1 counter 3, MEX-5 binding -5.4, GLD-1 TGE inh 1 and Fam108B counter 0.
